M5 antag – blocks acetylcholine activation of human M5 receptor. CHO-hM5 cells, Fluo-8 calcium fluorescence, ACh EC80. 0.59% of 360,000 active. inhibition, % at 3 µM;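 active = inhibition above a per-plate cutoff, the mean of that plate's test compounds plus 3 SD, cut at about 27% in these data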;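 note: 0% = acetylcholine EC80 with DMSO and 100% = DMSO without agonist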
Target sequence (P08912 whole entry, looked up): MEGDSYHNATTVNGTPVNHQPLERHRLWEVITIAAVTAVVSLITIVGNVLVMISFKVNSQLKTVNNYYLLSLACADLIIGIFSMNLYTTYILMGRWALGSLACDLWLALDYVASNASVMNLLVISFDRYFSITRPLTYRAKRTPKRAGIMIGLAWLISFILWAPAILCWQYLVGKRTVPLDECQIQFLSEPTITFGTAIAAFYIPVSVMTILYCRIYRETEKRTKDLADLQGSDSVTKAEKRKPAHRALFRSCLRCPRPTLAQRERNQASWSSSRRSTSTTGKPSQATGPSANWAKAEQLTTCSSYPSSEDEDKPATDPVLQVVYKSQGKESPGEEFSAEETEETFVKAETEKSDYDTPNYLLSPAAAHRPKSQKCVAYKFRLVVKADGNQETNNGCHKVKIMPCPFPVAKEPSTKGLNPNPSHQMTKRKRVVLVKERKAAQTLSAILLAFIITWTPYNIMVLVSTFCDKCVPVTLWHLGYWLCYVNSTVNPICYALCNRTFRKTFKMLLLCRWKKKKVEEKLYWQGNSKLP
CRFR2-BP antag – antagonists of CRF-binding protein/CRF-R2 receptor complex; HEK293 CRF-R2/CRF-BP, CRF-induced calcium fluorescence; inhibition, % at 11.8 µM; AID 588475; 0.59% of 350,000 active;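 active = inhibition of the ligand-induced calcium signal above about 50% at the single tested concentration, limit read from the data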
M5 PAM – CHRM5 positive allosteric modulation; CHO-K1 hM5, Fluo-8 calcium, ACh EC20 PAM; 0% = ACh EC20, 100% = ACh EC100; activation, % at 3 µM; 0.3% of 360,000 active; AID 624038;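 active = activation above the run cutoff, the mean activation of all test compounds plus 3 SD, cut at about 18% in these data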
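System: CHO-K1 cell line with stable human muscarinic M5 receptor expression | Also added: EC20 acetylcholine as agonist stimulus | Compound: One concentration, 3 µM final (nominal) | Timing: Fluo-8 loading 80 min at 37 °C plus 30 min room temperature | Measured by: Fluo-8 calcium dye fluorescence, kinetic read | Read-out basis: % activation, ACh-normalized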
IDE cell inh – cellular human IDE inhibition; HEK cells, FAbetaB cleavage, fluorescence polarization; inhibition, % at 5.59 µM; 0.41% of 320,000 active;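 active = percent inhibition above the average of all tested compounds plus 3 SD, set per screening campaign, cut at about 16% in these data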;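 note: IDE supplied by intact live HEK cells; FP after avidin binding of uncleaved biotin substrate so inhibition keeps polarization high; 0% = DMSO wells and 100% = 60 µM reference IDE inhibitor Ii1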
M4 ag – agonists of human muscarinic M4 receptor (CHRM4); P08173; CHO-K1 hM4/Gqi5, Fluo-8 calcium fluorescence; vehicle 0%, full acetylcholine response 100%; activation, % at 3 µM; 0.14% of 360,000 active;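 active = activation above the run mean over all test wells plus 3 SD, cut at about 32% in these data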;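 note: peak over basal fluorescence ratio per well then scaled between controls; 0% = DMSO wells and 100% = acetylcholine at EC100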
Target sequence (P08173 whole entry, looked up): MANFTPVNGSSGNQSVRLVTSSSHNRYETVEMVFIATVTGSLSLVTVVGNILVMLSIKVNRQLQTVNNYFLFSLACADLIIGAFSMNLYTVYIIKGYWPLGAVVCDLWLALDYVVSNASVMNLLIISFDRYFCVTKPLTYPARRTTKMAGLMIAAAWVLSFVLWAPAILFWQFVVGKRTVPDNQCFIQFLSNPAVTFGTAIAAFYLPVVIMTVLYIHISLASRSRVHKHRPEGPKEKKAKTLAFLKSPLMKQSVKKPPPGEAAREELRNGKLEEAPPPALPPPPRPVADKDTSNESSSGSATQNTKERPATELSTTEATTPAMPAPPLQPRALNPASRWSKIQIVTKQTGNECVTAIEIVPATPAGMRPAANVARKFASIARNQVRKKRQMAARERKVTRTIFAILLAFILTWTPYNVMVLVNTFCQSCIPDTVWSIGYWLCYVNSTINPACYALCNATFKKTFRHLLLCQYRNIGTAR
M4 PAM – positive allosteric modulators of human muscarinic M4 receptor; 0.4% of 360,000 active; activation, % at 3 µM; CHO-K1 hM4/Gqi5, Fluo-8 calcium fluorescence, ACh EC20; 0% = ACh EC20, 100% = maximal ACh;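 active = activation above its plate's cutoff, the mean activation of sample wells plus 3 SD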; note: some results filed as inactive read as strong as hits
CHRM5 agonist – agonists of human muscarinic M5 receptor (CHRM5) | P08912 | CHO-K1 hM5 cells, Fluo-8 calcium fluorescence; 0% DMSO wells, 100% maximal acetylcholine response | activation, % at 3 µM | 0.19% of 360,000 active;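 active = activation above the run's mean over test compounds plus 3 SD, cut at about 23% in these data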;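 note: signal is peak over basal fluorescence ratio across the kinetic read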
CRFR2-BP ag – agonists of human CRF-binding protein/CRF-R2 receptor complex | AID 588473 | HEK293 CRF-R2/CRF-BP, calcium dye fluorescence (FLIPR); percent of saturating CRF peptide response | activation, % at 13.2 µM | 0.46% of 350,000 active;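 active = activation of at least 50%, plus an integration ratio under a set limit after plate pattern correction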;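 note: plate controls were neutral control wells without compound for no effect and CRF at EC100 for full effect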
CHRM4 antagonist – antagonists of human muscarinic M4 receptor (CHRM4) | P08173 | CHO-hM4 cells, ACh EC80, Fluo-8 calcium fluorescence | inhibition, % at 3 µM | 0.73% of 360,000 active | AID 624125;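 active = inhibition above its plate's cutoff, the mean inhibition of sample wells plus 3 SD, cut at about 27% in these data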;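 note: 0% = acetylcholine EC80 with DMSO and 100% = DMSO without agonist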
Starred values were filed as active, the others as inactive; · = no result given.

SMILES	M5 antag	CRFR2-BP antag	M5 PAM	IDE cell inh	M4 ag	M4 PAM	CHRM5 agonist	CRFR2-BP ag	CHRM4 antagonist
O=C(CSC1CC(=O)N(CCc2ccccc2)C1=O)Nc1cccc(Cl)c1 (stereo unspecified)	-2.3	-0.6	0.2	11.5	7.4	-0.9	2.0	0.0	1.4
Cc1ccc2c(c1)c1cccc3c1n2CCN3CCC(N)=O	1.7	6.4	4.6	-1.3	1.8	9.8	-6.2	-1.9	4.5
CCn1c(SCC(=O)N2CCc3ccccc3C2)nc2c1c(=O)n(C)c(=O)n2C	-4.0	-6.0	-5.2	2.7	1.1	-2.5	-1.5	-1.5	10.5
Cc1cccc(NC(=O)C2COc3ccccc3O2)n1 (stereo unspecified)	9.8	-15.5	-4.1	3.1	1.1	-11.7	-6.3	-3.8	-1.5
Cc1cccc(NC(=O)CNC(=O)Cn2cc(C(F)(F)F)cc(Cl)c2=O)c1C	0.3	1.1	3.6	·	1.4	6.6	0.9	-0.6	3.0
CCN(C(=O)CSc1ncnc2sccc12)c1c(N)n(Cc2ccccc2)c(=O)[nH]c1=O	-4.0	0.8	3.2	3.7	0.8	1.9	-2.9	-0.2	1.2
COc1ccccc1C(CNC(=O)c1cccc(S(=O)(=O)Nc2ccc(C)cc2)c1)N1CCCC1 (stereo unspecified)	27.5*	-8.8	-33.4	-1.4	2.2	-9.3	-10.4	4.0	19.0
CCCNC(=O)C1(C)CCN(Cc2ccc(Oc3ccccc3)cc2)C1 (stereo unspecified)	-5.1	·	1.8	·	6.8	-10.4	-1.1	·	-5.5
CC1Cc2ccccc2N1C(=O)Cn1cc([N+](=O)[O-])ccc1=O (stereo unspecified)	12.0	6.8	4.8	2.2	0.9	-0.9	1.0	-0.4	3.7
O=C(COc1ccc2ccccc2c1)NNC(=O)Cc1ccccc1	6.5	-17.0	-7.1	5.1	2.6	6.6	-0.7	-0.7	-4.8
O=C(Nc1ccc(-n2cnnn2)cc1)c1cccc(S(=O)(=O)N2CCCC2)c1	3.3	1.3	-7.5	1.1	7.0	-4.0	-9.4	2.8	-10.4
O=C(CCNC(=O)c1ccc(Br)cc1)NNC(=O)C1COc2ccccc2O1 (stereo unspecified)	-3.0	1.1	3.1	-2.1	0.2	13.7	1.5	0.8	-4.4
Cc1ccccc1N1C(=O)C2C3C=CC(C2C1=O)N(C)C3=O (stereo unspecified)	-3.5	-3.3	-3.3	4.8	0.3	1.1	1.1	0.7	5.2
CCCCN(C=O)c1c(CC)nc2ccc(C(=O)N3CCN(C(=O)c4ccco4)CC3)cn12	3.6	·	-0.2	·	1.0	7.6	-1.5	·	-28.3
COc1cccc(NC(=O)C(=O)NCC2CCCN2S(=O)(=O)c2ccccc2)c1 (stereo unspecified)	-3.8	5.9	5.8	2.0	4.6	3.4	-2.8	1.1	-8.5
CCC1(C)N([O-])C(C)=C(c2ccccc2)[N+]1=O (stereo unspecified)	-4.4	-1.6	-4.3	-0.8	0.5	8.3	-4.6	0.6	5.9
N#Cc1c(NC(=O)C(=O)NCCCN2CCOCC2)sc2c1CCC2	7.3	3.1	2.4	-0.8	0.5	9.5	-0.6	-0.4	-5.4
CC(C)C(=O)Nc1ccc(N2CCN(c3ccc(F)cc3)CC2)cc1	17.0	-6.8	-7.0	1.1	2.4	-0.3	-2.3	0.0	-0.7
O=C1C2CCCCN2C(=O)N1CCCCN1CCN(c2cccc(C(F)(F)F)c2)CC1 (stereo unspecified)	9.2	2.3	5.0	·	4.6	-0.8	-9.9	-0.5	-3.1
Cc1ccc(S(=O)(=O)N2CCCCC2)cc1NC(=O)CCc1nc2ccccc2c(=O)[nH]1	7.3	-1.2	-2.1	2.7	3.1	-1.8	-1.2	0.6	-7.7

Retrieved by structure from above (two):
SMILES	M5 antag	CRFR2-BP antag	M5 PAM	IDE cell inh	M4 ag	M4 PAM	CHRM5 agonist	CRFR2-BP ag	CHRM4 antagonist
COc1ccccc1C(CNC(=O)c1cccc(S(=O)(=O)Nc2ccc(C)cc2)c1)N1CCCC1 (stereo unspecified)	27.5*	-8.8	-33.4	-1.4	2.2	-9.3	-10.4	4.0	19.0
CC(C)C(=O)Nc1ccc(N2CCN(c3ccc(F)cc3)CC2)cc1	17.0	-6.8	-7.0	1.1	2.4	-0.3	-2.3	0.0	-0.7

Rewritten with bars between the fields: part of the list above
SMILES | M5 antag | CRFR2-BP antag | M5 PAM | IDE cell inh | M4 ag | M4 PAM | CHRM5 agonist | CRFR2-BP ag | CHRM4 antagonist
CCCNC(=O)C1(C)CCN(Cc2ccc(Oc3ccccc3)cc2)C1 (stereo unspecified) | -5.1 | · | 1.8 | · | 6.8 | -10.4 | -1.1 | · | -5.5
CC1Cc2ccccc2N1C(=O)Cn1cc([N+](=O)[O-])ccc1=O (stereo unspecified) | 12.0 | 6.8 | 4.8 | 2.2 | 0.9 | -0.9 | 1.0 | -0.4 | 3.7

(more compounds)
SMILES	M5 antag	CRFR2-BP antag	M5 PAM	IDE cell inh	M4 ag	M4 PAM	CHRM5 agonist	CRFR2-BP ag	CHRM4 antagonist
O=C(COC(=O)CNC(=O)C1CCCCC1)NCc1ccc(Cl)cc1	1.0	3.3	5.0	-7.4	0.0	-1.9	0.5	-0.8	-0.9
O=C(OCc1cccc(F)c1)c1cc2ccccc2cc1O	13.3	-6.6	-6.7	4.8	-0.4	-6.8	-3.9	1.7	-6.9
Cc1ccc(S(=O)(=O)N2CCOCC(=O)NCCOCCNC(=O)COCC2)cc1	2.6	2.4	-3.8	·	0.4	8.6	-0.8	-1.3	-1.3
O=C(NC(Cc1c[nH]c2ccccc12)C(=O)N/N=C/c1ccc(Br)cc1)c1cccs1 (stereo unspecified)	7.5	-18.1	-6.0	0.1	4.7	-7.4	-0.8	-1.1	15.9
O=S(=O)(O)c1nc2ccccc2n1Cc1ccc(Cl)cc1	9.2	-0.9	-10.9	-0.2	1.3	4.1	-3.2	0.9	3.9
CCCC(=O)C1=C(O)C(C(=O)OC)C(C)(C)CC1=Nc1ccc(N)cc1 (stereo unspecified)	-0.1	0.1	4.7	1.7	-2.0	4.2	-1.8	-1.8	10.2
CC(=O)Nc1ccc(S(=O)(=O)N(C)CC(=O)N(C)Cc2sccc2C)cc1	6.8	7.6	-4.5	2.0	3.9	6.1	-4.0	0.0	-27.0
Cc1cccc(OCCNc2nc3c(c(=O)n(C)c(=O)n3C)n2C)c1	-8.5	3.1	-1.8	-2.2	0.5	3.0	-0.4	-5.7	2.9
CCCCCCc1cc2cc(C(=O)Nc3ccccc3)c(=O)oc2cc1O	-0.2	-1.8	3.8	-2.0	0.8	-5.0	0.2	39.1	1.8
Cc1[nH]c2ccccc2c1C(=O)CSc1nc2ccccc2[nH]1	10.1	-14.2	-22.8	3.1	28.1	-15.2	3.2	4.7	2.8
COCCN1C(=O)C(O)=C(C(C)=O)C1c1ccc(OC)c(OC)c1 (stereo unspecified)	-3.6	-1.7	-5.2	-5.5	-0.6	-5.2	3.2	-0.9	-0.6
Nc1nc(-c2ccccc2)c(-c2ccccc2)s1	-6.9	15.0	4.4	1.0	0.3	5.6	-8.9	-0.3	-4.6
C[C@H]1C(=O)N(C)CCN1C(=O)c1ccccc1OC1CCN(S(C)(=O)=O)CC1	10.0	2.0	1.1	0.1	0.4	4.2	0.2	1.1	-4.0
COCCNC(=O)c1ccc2c(c1)NC(=O)CS2	-1.7	-11.0	4.7	2.6	-0.2	5.0	-3.1	-0.6	3.7
COc1ccc(C2CC(=O)C=C(NCc3ccccc3)C2)cc1 (stereo unspecified)	12.7	-10.8	0.2	7.9	1.8	4.5	3.8	0.3	-5.8
CCOC(=O)N1CCN(C(=O)CSC2=NS(=O)(=O)c3cc(Cl)ccc3N2)CC1	0.8	8.9	-1.4	-3.6	-1.0	-1.1	5.2	0.7	-1.8
COC(=O)/C=C\C(C#N)(C#N)N=Cc1ccc(OC)cc1	-4.0	-6.6	13.2	·	0.3	9.2	5.1	0.5	-10.4
O=c1ccccn1Cc1c(F)cccc1Cl	3.7	8.6	2.5	-2.8	1.0	2.9	-6.1	8.2	6.4
O=C(Nc1cnn(Cc2ccc(Cl)cc2)c1)C1CCCC1	2.7	11.9	-1.1	-3.0	1.8	11.8	-1.5	-2.0	3.4
O=C(CN1CCN(c2cccc(C(F)(F)F)c2)CC1)Nc1cccc(C(F)(F)F)c1	-5.4	10.7	-3.1	-1.7	-1.1	2.8	0.1	46.4	2.9
Cc1ccnc(NC(=O)c2ccc(NC(=O)c3ccco3)cc2)c1	-5.2	0.7	-0.9	5.4	3.6	-1.8	-1.5	0.5	10.1
Cc1c(C(=O)N2CCN(Cc3ccc4c(c3)OCO4)CC2)cccc1[N+](=O)[O-]	-10.7	18.0	-2.9	-2.3	1.7	3.7	-0.7	-1.3	-3.0
Cc1ccc(-n2cc(-c3ccc([N+](=O)[O-])cc3)[nH]c2=S)c(C)c1	2.7	-36.3	-4.0	0.9	3.4	-3.3	0.1	-0.6	1.8
Cc1ccc(C)c(NC(=O)C(=O)NCC2CCCN2S(=O)(=O)c2cccs2)c1 (stereo unspecified)	-2.6	-2.4	-2.6	0.1	4.7	-3.1	0.3	-0.3	-12.4
Cc1ccc2c(c1)CCCN2CC(=O)N(C)c1c(N)n(Cc2ccccc2)c(=O)[nH]c1=O	-0.5	-27.7	3.3	-1.9	5.3	4.3	2.7	12.1	10.7
Cc1ccc2c(c1)N(C(=O)CCC(=O)N1CCN(c3ccccn3)CC1)CCO2	8.7	-31.2	-9.6	-1.1	1.2	-8.9	3.9	55.3*	19.4
O=[N+]([O-])c1ccc(Nc2nc(NCCO)nc(N3CCCC3)n2)cc1	-5.8	-14.5	-2.8	2.5	2.1	-6.5	-0.4	-0.8	5.0
Oc1ccc(-c2[nH]ncc2-c2ccc(Br)cc2)c(O)c1	2.3	-4.2	1.4	·	6.7	-7.5	-1.3	-1.7	3.7
COCCCN(C(=O)c1ccc(N2CCCC2=O)cc1)c1c(N)n(Cc2ccccc2)c(=O)[nH]c1=O	-1.9	3.1	4.6	-2.6	0.2	3.9	2.6	0.0	0.5
C=CCn1c(SCC(=O)N(CC)C2CCS(=O)(=O)C2)nc2scc(-c3ccccc3)c2c1=O (stereo unspecified)	5.2	-15.3	2.0	·	7.7	-0.6	1.4	-1.6	4.8
COC(=O)c1ccc(-c2nc(CN3CCC(C(=O)N4CCOCC4)CC3)c(C)o2)cc1	3.6	-8.3	5.5	1.3	1.6	1.7	-4.0	0.1	-5.5
Cc1ccccc1C(=O)NNC(=O)c1ccc(F)cc1	4.9	9.0	-2.2	-0.8	2.3	3.0	2.4	4.1	6.0
CCc1ccccc1Nc1nc(N)nc(CSc2nnc3ccccn23)n1	11.5	6.3	3.1	-2.2	0.5	-4.1	1.1	3.0	-6.7
Fc1ccccc1CCNc1c2c(nc3ncnn13)CCCC2	7.8	-22.2	-15.2	2.1	9.0	-8.4	5.2	-3.3	-6.0
CCOc1ccc(NC(=O)CSc2nnc(C3CC3)n2C2CC2)cc1	1.6	6.8	10.8	7.4	0.7	5.8	-2.4	-0.5	0.2
Cc1ccccc1N1C(=O)C(Oc2ccc(Cl)cc2)C1CNC(C)(C)C (stereo unspecified)	1.9	-36.6	-2.1	1.4	7.1	-14.0	2.3	-0.5	9.5
Cc1cc(F)ccc1S(=O)(=O)Nc1ccccc1C(=O)Nc1ccc2[nH]c(=O)[nH]c2c1	-5.0	24.4	-1.8	1.7	0.1	4.0	1.6	1.1	1.1

Screening results (PubChem BioAssay)

Outcome played no part in choosing rows (roughly 2.9% active in at least one column).
